RAD52 inh = RAD52 DNA annealing inhibitors, primary screen, biochemical, FRET, single point, set 2; DNA repair protein RAD52 homolog (Homo sapiens), P43351; recombinant RAD52 DNA annealing, FRET fluorescence; inhibition, % at 18.7 µM; 0.46% of 360,000 active;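 active = every replicate showing at least 50% inhibition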
FN deposit inh = inhibitors of fibronectin matrix deposition, primary screen, AH1F cells, Alexa488-fibronectin fluorescence, plate reader; 0.086% of 350,000 active; inhibition, % at 12.6 µM; AH1F fibroblasts, overnight; AID 743247, 2014;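 active = mean inhibition across replicates of 30% or more, regardless of how many single replicates reach that level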;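 also: positive control wells lacked labelled fibronectin entirely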
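Measured by – fluorescence 485/525 nm · System – AH1F fibroblast monolayer, labelled fibronectin deposition · Amount – 10000 cells per well · Buffer or medium – serum-reduced DMEM (2% serum) · Doses – single dose, pinned · Also added – fluorescent fibronectin at 24 nM final · Schedule – 1 h cell attachment, overnight exposure to compound and label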
S100A4 inh HTS = inhibitors of S100A4-myosin IIA peptide binding, primary screen, biochemical, fluorescence polarization, TAMRA-MyoIIA peptide; Protein S100-A4 (Homo sapiens), P26447; inhibition, % at 10.7 µM; 0.14% of 360,000 active; AID 652163, 2013;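 active = mean inhibition of at least 70% across replicates, with every replicate also reaching that level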
Target sequence (P26447 whole entry, looked up): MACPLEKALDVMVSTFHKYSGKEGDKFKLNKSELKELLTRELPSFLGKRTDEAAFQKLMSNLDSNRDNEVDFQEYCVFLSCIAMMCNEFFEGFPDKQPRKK
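Material: S100A4 monomer protein / Buffer or medium: 50 mM HEPES pH 7.2, 10 mM CaCl2, 100 mM KCl / Times: 5 min incubation before reading / Benchmarks: neutral control DMSO, positive control TFP / Reagent: labelled myosin peptide probe, 5 nM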
EWS-Fli inh = EWS/Fli-driven NR0B1 reporter inhibitors, primary screen, A673 cells, NR0B1 luciferase, luminescence, MLPCN library. viability-normalised. inhibition, % at 12.6 µM. 0.67% of 350,000 active;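 active = mean inhibition of at least 50% after viability correction, with every replicate also passing that limit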;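 also: firefly luciferase signal divided by Alamar Blue viability fluorescence both relative to DMSO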
esBAF inh = Bmi1 luciferase reporter increase in mESCs, primary screen, esBAF inhibitor project, mouse ES cells, Bmi1 luciferase knock-in, single point; 24 h; 100% = twice the neutral-well signal; reporter increase, % at 12.5 µM; 2% of 350,000 active; AID 602393, 2012; in the data active = activation above about 40%;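 also: 0% = median of the plate's neutral control wells and 100% = double that signal; a rise in the Bmi1 reporter signal indicates esBAF inhibition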
Xi reactivation = activators of inactive X chromosome reactivation, primary screen, imaging, XiGFP fibroblasts, GFP high-content imaging, set 2 | XiGFP mouse fibroblasts, % GFP-positive cells imaging, 3 d; cells co-treated with 5-aza-dC sensitizer; scaled so ellipticine positive control = 100% | activation, % at 7.58 µM | 0.055% of 360,000 active | AID 743238, 2013;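 active = mean normalized replicate activation at least 10% and every replicate at or above 10%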;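 also: 0% = median of on-plate neutral control wells and 100% = ellipticine 6 µM median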
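assay system = SV40-immortalized XiGFP fibroblast cells, line 68-5-11 | buffer or medium = DMEM plus 5-aza-dC sensitizer | doses = single-point pinned compound dosing | times = 3-day compound exposure, then 15 min fixation at room temperature | benchmarks = positive control ellipticine, 6 µM final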
E-selectin induc = E-selectin induction in HUVECs, primary screen, imaging, HUVEC, immunofluorescence imaging, single point; normalized: neutral wells 0, TNF-alpha wells 100; 0.37% of 260,000 active; activation, % at 7.58 µM; P16581;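 active = mean E-selectin-positive cell signal at least 10% of the positive control, reached in at least 60% of replicates, without over 20% cell loss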;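 also: in these data hits start at about 27%; measured in HUVEC primary endothelial cells; signal is the percent of cells scored E-selectin positive by PE staining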
Target sequence (P16581 whole entry, looked up): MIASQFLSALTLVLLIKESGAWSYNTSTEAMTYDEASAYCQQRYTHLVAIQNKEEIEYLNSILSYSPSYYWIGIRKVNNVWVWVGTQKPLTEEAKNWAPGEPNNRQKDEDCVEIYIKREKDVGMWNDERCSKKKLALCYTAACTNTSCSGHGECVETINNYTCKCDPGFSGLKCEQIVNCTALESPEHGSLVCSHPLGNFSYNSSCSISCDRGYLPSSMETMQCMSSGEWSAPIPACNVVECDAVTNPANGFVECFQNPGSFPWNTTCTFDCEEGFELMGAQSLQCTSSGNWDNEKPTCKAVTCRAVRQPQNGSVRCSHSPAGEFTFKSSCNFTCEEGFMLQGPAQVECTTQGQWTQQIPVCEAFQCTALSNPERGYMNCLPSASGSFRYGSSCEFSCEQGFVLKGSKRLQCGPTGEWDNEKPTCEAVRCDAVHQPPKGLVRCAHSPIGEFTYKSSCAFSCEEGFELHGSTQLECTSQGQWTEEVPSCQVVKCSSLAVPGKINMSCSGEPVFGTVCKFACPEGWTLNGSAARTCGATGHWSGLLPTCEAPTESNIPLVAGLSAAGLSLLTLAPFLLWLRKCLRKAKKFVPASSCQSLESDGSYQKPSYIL
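Material: HUVEC primary endothelial cells; Amount: 3,000 cells per well; Dosing: single concentration; Medium: EGM-2 growth medium on 0.1% gelatin-coated wells; Read-out basis: percent E-selectin-positive cells; Signal: immunofluorescence imaging; Control set: TNF-alpha, DMSO.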
RAD54 inh = inhibitors of human RAD54 branch migration, primary screen, biochemical, fluorescence, single point; inhibition, % at 10.4 µM; AID 602329, 2012; RAD54 Holliday junction branch migration, FAM/BHQ fluorescence; DNA repair and recombination protein RAD54-like (Homo sapiens), Q92698; 0.14% of 360,000 active;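 active = mean normalized replicate activity at least 40 and at least half of replicates scoring 40 or more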;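 also: 0% = median of neutral control wells and 100% = median of positive control wells; inhibitors cause a drop in the FAM fluorescence signal; in these data hits start at about 50%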
* = called active by the depositor; x = no result given.

SMILES	RAD52 inh	FN deposit inh	S100A4 inh HTS	EWS-Fli inh	esBAF inh	Xi reactivation	E-selectin induc	RAD54 inh
CCOC(=O)C(NC(=O)c1ccc(OC)cc1)(OCC1(CC)COC1)C(F)(F)F (stereo not given)	11	x	2	x	-8	x	x	-9
COc1ccc(-c2noc(CCCC(=O)Nc3ccc(C(N)=O)cc3)n2)cc1OC	-6	9	1	-10	-1	0.1	-0.1	-12
COc1ccc2oc(C(=O)OCC(=O)N(C)c3c(N)n(Cc4ccccc4)c(=O)[nH]c3=O)c(C)c2c1	-26	-4	7	2	-4	0.0	-0.6	-3
Cc1ccccc1-c1cnc2c(c1)C(=O)N([C@@H](C)CO)C[C@H](C)[C@@H](CN(C)CC1CCCC1)O2	1	1	-14	-3	-3	-0.1	-0.1	8
COCC1CCN(Cc2c(C(=O)N3CCN(C4CCCCC4)CC3)nc3ccccn23)C1 (stereo not given)	-20	5	15	4	-1	-0.1	x	-7
O=C(C1=C(O)C(=O)N(CC2CCCO2)C1c1ccccc1[N+](=O)[O-])c1ccco1 (stereo not given)	-13	3	-3	-7	15	0.0	x	2
Cn1nnnc1Sc1ncnc2scc(-c3cccc(C(F)(F)F)c3)c12	-28	13	1	12	1	0.4	-0.1	-6
COc1ccccc1/C=N/NC(=O)CCSc1ccccc1	1	1	-6	-3	x	1.6	0.0	-15
CCOc1ccc(/C=C/C(=O)N(CC)CC(=O)Nc2ccc3c(c2)OCCO3)cc1OC	-7	-5	0	-6	19	0.2	x	4
COc1ccc(C(=O)NCC(=O)OCC(=O)N2CCC(C)CC2)cc1OC	-4	0	-1	0	x	0.3	x	x
CCCN1C[C@@H](C)[C@@H](OC)CN(C)C(=O)c2ccc(NC(=O)c3ccc(F)cc3)cc2OC[C@@H]1C	x	0	x	-2	-2	-0.1	-0.1	12
Cc1ccc(CNC(=O)COC(=O)c2cncc(Br)c2)cc1	-19	x	0	9	-11	0.0	1.2	-1
C[C@@H]1CN([C@@H](C)CO)C(=O)c2c(c3ccccc3n2C)-c2ccccc2CO[C@H]1CN(C)Cc1ccc(F)cc1	18	-8	1	0	x	0.0	-0.7	x
Cc1cc(C(=O)N2CCCC(N3CCN(c4ccccc4C)CC3)C2)no1 (stereo not given)	-12	1	-7	-11	-4	0.0	-0.1	1
O=S(=O)(c1ccc(F)cc1)N1CCN(CC(O)COCc2ccccc2)CC1 (stereo not given)	-3	1	4	-2	-9	-0.1	x	4
COc1ccc(CN2C=C3C(=O)C(C)(OC(=O)C4CCCC4)C(=O)C=C3C=C2c2ccsc2)cc1 (stereo not given)	-2	-2	-8	1	2	-0.3	-0.2	-3
Cc1ccc(-c2cc(C(=O)NC3CCN(Cc4ccccc4)CC3)c3ccccc3n2)cc1	-14	-4	-1	-3	9	0.2	0.0	7
Cc1c(C(=O)O)oc2c(F)cccc12	-22	2	-1	1	x	0.1	x	-17
Cc1ccc2cc(NC(=O)c3ccccc3)ccc2n1	-13	-1	2	-49	3	0.1	-0.1	8
S=c1nc(-c2ccc(Cl)cc2)[nH][nH]1	-9	-3	5	-17	4	0.0	0.3	-3
C[C@@H]1CCCCO[C@H](CN(C)S(=O)(=O)c2cccs2)[C@H](C)CN([C@@H](C)CO)C(=O)c2cc(NC(=O)c3ccncc3)ccc2O1	-14	-6	-9	2	5	0.1	x	-4
CCc1cccc(C)c1NC(=O)CCOc1ccccc1	-6	0	-1	6	-9	0.0	0.0	7
COc1ccc(S(=O)(=O)Nc2ccc3c(c2)CC(=O)N([C@@H](C)CO)C[C@H](C)[C@H](CN(C)CC2CC2)O3)cc1	x	-7	x	8	1	1.4	0.1	x
COC(=O)C1CCCN1S(=O)(=O)c1ccccc1NC(=O)c1cc(OC)c(OC)c(OC)c1 (stereo not given)	-15	-1	-10	16	-5	0.0	0.2	2
COc1cc(C(=S)N2CCOCC2)ccc1O	-10	7	-7	7	2	0.1	x	-14

By substructure, those above with an aryl thioether with sulfur outside any ring
SMILES	RAD52 inh	FN deposit inh	S100A4 inh HTS	EWS-Fli inh	esBAF inh	Xi reactivation	E-selectin induc	RAD54 inh
Cn1nnnc1Sc1ncnc2scc(-c3cccc(C(F)(F)F)c3)c12	-28	13	1	12	1	0.4	-0.1	-6
COc1ccccc1/C=N/NC(=O)CCSc1ccccc1	1	1	-6	-3	x	1.6	0.0	-15

Molecules shown so far with a thiophene ring, fused or not:
SMILES	RAD52 inh	FN deposit inh	S100A4 inh HTS	EWS-Fli inh	esBAF inh	Xi reactivation	E-selectin induc	RAD54 inh
Cn1nnnc1Sc1ncnc2scc(-c3cccc(C(F)(F)F)c3)c12	-28	13	1	12	1	0.4	-0.1	-6
COc1ccc(CN2C=C3C(=O)C(C)(OC(=O)C4CCCC4)C(=O)C=C3C=C2c2ccsc2)cc1 (stereo not given)	-2	-2	-8	1	2	-0.3	-0.2	-3
C[C@@H]1CCCCO[C@H](CN(C)S(=O)(=O)c2cccs2)[C@H](C)CN([C@@H](C)CO)C(=O)c2cc(NC(=O)c3ccncc3)ccc2O1	-14	-6	-9	2	5	0.1	x	-4

Going on with the list:
SMILES	RAD52 inh	FN deposit inh	S100A4 inh HTS	EWS-Fli inh	esBAF inh	Xi reactivation	E-selectin induc	RAD54 inh
Cc1ccc(NC(=O)CN(C)C(=O)CSc2nc(C)cs2)cc1	-16	5	-7	1	x	0.0	0.1	x
CCCC(=O)Nc1ccc2c(c1)C(=O)N(C)C[C@H](OC)[C@H](C)CN(Cc1nccs1)[C@@H](C)CO2	9	8	1	-3	-7	-0.1	-0.2	-15
Cc1ccccc1-c1ccc([C@H]2[C@H](CO)N3C(=O)CN(S(C)(=O)=O)C[C@@H]23)cc1	-17	1	2	2	x	0.0	0.0	x
CN(Cc1ccccc1)C(=O)c1ncn2c1c(=O)[nH]c1cccnc12	4	6	2	-24	0	-0.1	-0.1	-18
CCN(C(=O)COC(=O)/C=C/c1cnc2ccccc2n1)C1CCS(=O)(=O)C1 (stereo not given)	-17	3	-2	8	0	0.0	1.4	-14
C/C=C/c1ccc([C@H]2[C@@H](CO)N(C(=O)NCCC)[C@@H]2CNC(=O)C2CC2)cc1	x	x	x	-3	4	0.1	-0.4	5
CCOC(=O)c1c(C)[nH]c(C)c1C(=O)CSc1nc2ccccc2c(=O)n1-c1ccccc1C	-4	1	-5	6	x	0.0	1.3	x
CCOC(=O)C1=C(C)N=c2s/c(=C/c3ccc(OCC(=O)O)cc3)c(=O)n2C1c1cc(OC)c(OC)c(OC)c1 (stereo not given)	-307	0	5	9	1	0.8	x	-6
CN(C)S(=O)(=O)c1ccc(NC(=O)COC(=O)C2COc3ccccc3O2)cc1 (stereo not given)	-10	-1	5	0	-6	0.0	x	-1
Cc1ccc(S(=O)(=O)Nc2ccc3c(c2)C(=O)N([C@H](C)CO)C[C@@H](C)[C@H](CN(C)C(=O)CCCN(C)C)OCCCC[C@@H](C)O3)cc1	23	-18	5	-7	-3	0.1	x	26
COc1ccc(NC2CCCN(C(=O)CCc3cn[nH]c3)C2)cc1 (stereo not given)	-1	7	19	1	-4	0.2	-0.2	-2
COc1ccc(NC(=O)N(C)C[C@@H]2OCCCC[C@@H](C)Oc3ccc(NC(=O)Nc4ccc(F)cc4)cc3C(=O)N([C@H](C)CO)C[C@H]2C)cc1	9	x	-17	-5	6	0.1	0.1	5
O=C(Nc1ccc(COc2ccccc2)cc1)Oc1ccccc1N1CCOCC1	-3	11	6	6	1	-0.1	-0.1	x
O=S(=O)(Nc1ccc(-c2ccc(N3CCOCC3)nn2)cc1)c1cc(Cl)ccc1Cl	-32	x	0	2	x	0.0	x	-33
CCCCC(=O)Nc1cc(C)c(NC(=O)c2cccs2)cn1	-15	-3	0	-14	0	0.0	12	5
O=C(CSc1ccccn1)NCc1ccc2c(c1)OCO2	-7	7	31	-14	x	0.4	-0.1	x
O=C(/C=C/c1ccc([N+](=O)[O-])cc1)OCC(=O)c1ccc[nH]1	-18	6	-17	6	2	0.6	-1.8	-4
C[C@H](CO)N1C[C@H](C)[C@H](CN(C)S(=O)(=O)c2ccc(Cl)cc2)Oc2c(NC(=O)c3ccc(-c4nccs4)cc3)cccc2C1=O	-19	9	-20	11	-2	0.1	-11	-10
COc1ccccc1CNC(=O)C1CCN(c2ncnc3c2nc2n3CCCCC2)CC1	-12	7	0	6	-4	0.0	x	1
Cc1ccc(S(=O)(=O)NC(=O)c2cccc(Br)c2)cc1	-9	x	-2	x	2	-0.1	-1.0	-4
Cc1cc(NC(=O)C2CC(=O)N(c3ccc(F)cc3)C2)no1 (stereo not given)	-14	-6	-3	x	-2	0.1	x	-1
Cc1ccc(CN2CC(C(=O)Nc3ccc(C)cn3)CC2=O)cc1 (stereo not given)	-3	-7	-2	0	x	0.3	x	x
O=C(Nc1cccc(F)c1)N1CC(=O)N2[C@@H](CO)[C@H](c3ccc(C#CCC4CCCC4)cc3)[C@@H]2C1	-2	x	-6	1	x	0.0	-0.1	x

A different layout for part of the listing above.
structure,RAD52 inh,FN deposit inh,S100A4 inh HTS,EWS-Fli inh,esBAF inh,Xi reactivation,E-selectin induc,RAD54 inh
COCC1CCN(Cc2c(C(=O)N3CCN(C4CCCCC4)CC3)nc3ccccn23)C1 (stereo not given),-20,5,15,4,-1,-0.1,x,-7
O=C(C1=C(O)C(=O)N(CC2CCCO2)C1c1ccccc1[N+](=O)[O-])c1ccco1 (stereo not given),-13,3,-3,-7,15,0.0,x,2

High-throughput results (PubChem)
